# HKDC1 inh – HKDC1 hexokinase inhibitors, primary screen, biochemical, fluorescence, uHTS. recombinant HKDC1, G6PDH/diaphorase resazurin coupled fluorescence. inhibition, % at 20 µM. hit rate 0.16% among 340,000. AID 493160, 2011;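 active = inhibition above about 35% when tested at 20 µM, limit read from the data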;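 also: plate controls were DMSO wells with enzyme for no effect and DMSO wells lacking enzyme for full effect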
#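 Assay system: recombinant HKDC1 hexokinase; detection: coupled resazurin fluorescence, excitation 525 nm, emission 613 nm; benchmarks: DMSO-plus-enzyme-mix negative control, buffer-substituted positive control; compound dosing: single 20 µM dose; schedule: 90 min at room temperature in dark; also added: glucose plus 1 mM ATP as hexokinase substrates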
# ATG4B inh – ATG4B protease inhibitors, primary screen, biochemical, fluorescence, uHTS | ATG4B cleavage of LC3-PLA2, NBD-HPC fluorescence, 1 h | inhibition, % at 8.33 µM | hit rate 0.51% among 340,000 | AID 504462, 2011; in the data active = inhibition above about 40%
# SENP8 inh – human SENP8 protease inhibitors, primary screen, biochemical, fluorescence, Nedd8 protein substrate, uHTS; Sentrin-specific protease 8 (Homo sapiens), Q96LD8; hit rate 0.64% among 360,000; inhibition, % at 20 µM; AID 602440, 2012; recombinant SENP8; in the data active = inhibition mostly above about 40%, no sharp cut-off; inactive = mostly below about 27%
# Target sequence (Q96LD8 whole entry, looked up): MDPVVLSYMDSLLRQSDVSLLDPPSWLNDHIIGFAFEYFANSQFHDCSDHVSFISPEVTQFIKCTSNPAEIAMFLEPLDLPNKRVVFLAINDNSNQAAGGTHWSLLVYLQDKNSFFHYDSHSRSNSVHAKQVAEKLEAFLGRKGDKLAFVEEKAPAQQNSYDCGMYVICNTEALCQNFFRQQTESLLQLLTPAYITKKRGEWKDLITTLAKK
# MPTP block – mitochondrial permeability transition pore inhibitors, primary screen, biochemical, isolated mouse mitochondria, absorbance | inhibition, % at 10 µM | hit rate 1.4% among 360,000 | Ca2+ swelling absorbance, 30 min;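 active = inhibition of 50% or more, scaled per plate between neutral and stimulator controls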;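 also: 0% = DMSO wells given calcium and 100% = 1 mM EGTA wells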
# GRIN3A LBD mod – binders of NR3A ligand-binding domain, primary screen, biophysical, differential scanning fluorimetry, uHTS. NR3A LBD differential scanning fluorimetry, Tm shift; 0% = protein alone, 100% = glycine-bound protein. hit rate 2.5% among 340,000. AID 1259313, 2017. Tm shift relative to glycine control, % at 25 µM;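 active = melting temperature shift of at least 10% of the positive control shift, at one fixed dose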
# SENP6 block – SENP6 protease inhibitors, primary screen, biochemical, luminescence, uHTS; hit rate 1.8% among 330,000; Recombinant SENP6 catalytic domain, aminoluciferin luminescence; inhibition, % at 10 µM;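 active = inhibition above about 50% at the single tested dose, limit read from the data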;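 also: plate controls were DMSO wells with enzyme for no effect and DMSO wells lacking enzyme for full effect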
# Target sequence (Q9GZR1 628-1112 limits assumed): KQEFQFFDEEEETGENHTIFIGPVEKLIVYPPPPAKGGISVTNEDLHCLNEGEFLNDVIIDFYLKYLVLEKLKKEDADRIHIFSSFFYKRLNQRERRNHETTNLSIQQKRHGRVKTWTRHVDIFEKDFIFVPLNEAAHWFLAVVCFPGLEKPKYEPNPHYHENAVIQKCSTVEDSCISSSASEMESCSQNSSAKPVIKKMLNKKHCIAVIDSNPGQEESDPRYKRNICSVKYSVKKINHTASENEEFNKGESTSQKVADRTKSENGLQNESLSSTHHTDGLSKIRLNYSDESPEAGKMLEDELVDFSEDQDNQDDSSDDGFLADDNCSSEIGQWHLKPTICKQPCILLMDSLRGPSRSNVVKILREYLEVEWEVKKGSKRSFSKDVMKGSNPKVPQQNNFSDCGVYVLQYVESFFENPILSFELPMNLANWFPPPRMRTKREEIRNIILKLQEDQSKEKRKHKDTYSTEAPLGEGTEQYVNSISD
# SENP7 inh – SENP7 protease inhibitors, primary screen, biochemical, luminescence, uHTS; recombinant SENP7, Z-RLRGG-aminoluciferin luminescence, 40 min; hit rate 1.5% among 330,000; inhibition, % at 5 µM;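 active = inhibition above about 50% at the single test dose, limit read from the data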;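 also: plate controls were DMSO with enzyme for no effect and no enzyme buffer wells for full effect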
# Target sequence (Q9BQF6 706-1050 limits assumed): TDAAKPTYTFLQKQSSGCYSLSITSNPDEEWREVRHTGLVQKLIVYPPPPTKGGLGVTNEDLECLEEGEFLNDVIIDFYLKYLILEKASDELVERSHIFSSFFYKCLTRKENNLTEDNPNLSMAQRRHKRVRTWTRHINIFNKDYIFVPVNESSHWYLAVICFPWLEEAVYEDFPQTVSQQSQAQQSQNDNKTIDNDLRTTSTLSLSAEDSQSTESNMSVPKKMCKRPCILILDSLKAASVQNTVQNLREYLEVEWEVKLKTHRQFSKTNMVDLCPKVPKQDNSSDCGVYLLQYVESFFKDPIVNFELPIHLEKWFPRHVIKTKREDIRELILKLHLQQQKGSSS
# PfGluPho inh – PfG6PD enzyme inhibitors, primary screen, biochemical, fluorescence intensity, uHTS. glucose-6-phosphate dehydrogenase-6-phosphogluconolactonase (Plasmodium falciparum 3D7). hit rate 0.78% among 350,000. PfGluPho enzyme, NADPH resazurin-diaphorase fluorescence. inhibition, % at 20 µM;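 active = inhibition reaching at least a set limit at 20 µM in the primary screen, cut at about 59% in these data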;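 also: 0% = DMSO wells with substrate and 100% = DMSO wells lacking glucose-6-phosphate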
# The depositor's hits bear a star; · = not tested or not shown.
SMILES,HKDC1 inh,ATG4B inh,SENP8 inh,MPTP block,GRIN3A LBD mod,SENP6 block,SENP7 inh,PfGluPho inh
CCOC(=O)N1CCN(c2c(NCc3ccc(F)cc3)c(=O)c2=O)CC1,-6,4,28,2.4,2,-20,-4,17
O=C(Nc1ccccc1)C1CC(=O)N(C2CCCCC2)C1 (configuration not stated),-6,1,13,0.2,-4,-29,12,2
Cc1cc(C)c(S(=O)(=O)N(CC(=O)O)C2CCCCC2)c(C)c1,-1,-12,5,-2.1,-2,-12,-3,-3
CN(C)c1ccc(/C=C2/C=C(c3ccc4c(c3)CCCC4)OC2=O)cc1,2,-2,36,6.1,0,-8,4,17
Cc1cccc(C)c1NC(=O)N1C(C(=O)O)CSC1C(=O)O (configuration not stated),-3,-16,11,-0.8,1,-13,-6,-5
CCOc1ccc(N(C(C)C(=O)Nc2cccnc2)S(C)(=O)=O)cc1 (configuration not stated),-2,1,11,-1.1,-3,-17,5,3
CC(=O)c1ccc(Nc2cc(C)nc3ccccc23)cc1,-9,5,-356,-0.5,-2,-12,-4,13
C[C@@H]1NC(=O)c2cc([N+](=O)[O-])cc(I)c2NCCCC[C@@H](C(N)=O)NC(=O)[C@H](CCC(=O)O)NC1=O,8,-3,14,-0.9,-1,-5,-1,20
O=C(CCN=C1NS(=O)(=O)c2ccccc21)OCc1nnc(-c2ccc([N+](=O)[O-])cc2)o1,-8,-16,6,-2.5,-2,-7,-2,14
O=C(CNC(=S)N(CCCN1CCOCC1)Cc1cccs1)NC1CCCCC1,-2,-29,14,-0.3,-1,-4,0,-6

# Limited to PfGluPho inh, SENP6 block and SENP7 inh, for some of the entries so far:
Molecule	PfGluPho inh	SENP6 block	SENP7 inh
O=C(CCN=C1NS(=O)(=O)c2ccccc21)OCc1nnc(-c2ccc([N+](=O)[O-])cc2)o1	14	-7	-2
CN(C)c1ccc(/C=C2/C=C(c3ccc4c(c3)CCCC4)OC2=O)cc1	17	-8	4

# New compounds follow
SMILES,HKDC1 inh,ATG4B inh,SENP8 inh,MPTP block,GRIN3A LBD mod,SENP6 block,SENP7 inh,PfGluPho inh
CSc1ncccc1C(=O)OCC(=O)Nc1ccc(S(=O)(=O)N2CCCC2)cc1,-7,-17,35,1.4,-8,2,4,3
CCOC(=O)c1c(C)n(C)c2ccc(OC)c(NS(=O)(=O)CC)c12,-3,-3,7,2.1,0,21,8,11
CCn1c(CNC(=O)c2ccco2)nnc1SCC(=O)c1ccccc1,-11,4,9,2.2,-2,-6,-13,-5
Cc1cc(C(=O)OCC(=O)N2CCOCC2)ccc1[N+](=O)[O-],10,2,10,-1.1,-5,-24,7,-15
Cc1ccc(OCC(=O)Nc2cc(NC(=O)COc3ccc(C)cc3)cc(C(=O)O)c2)cc1,1,-1,15,-0.2,1,-16,-8,-18
COC(=O)Cn1cnc(C(=O)Nc2ccc(C)c(C)c2)n1,3,-2,13,-0.9,0,·,6,11
Cc1cc(C(=O)N[C@H](c2ccccc2)[C@@]2(C)C[C@@H]2[C@@H](C)C(=O)Nc2ccc3ccccc3c2)n(C)n1,7,-6,18,4.4,-8,6,6,30
CCC(C(=O)NCCc1c[nH]c2cc(OC)ccc12)c1ccccc1 (configuration not stated),-1,14,-3,-0.4,4,3,0,-7
COc1ccc(C(=O)N/C(=C\c2ccco2)C(=O)NCc2ccco2)cc1,-4,0,2,-0.3,3,13,-4,-1
COc1ccccc1CN1CC(C(=O)NCCSc2nnnn2C)CCC1=O (configuration not stated),-5,22,-3,-1.7,2,7,-4,16
O=C(COC(=O)c1ccc(S(=O)(=O)N2CCCC2)cc1)Nc1ccccc1,-2,-4,15,0.4,0,-4,-4,-20
C=CCSc1nnnn1-c1ccc(OC)cc1,-4,-6,12,0.6,-2,-3,2,-5
CCN(C(=O)C1CCCO1)c1ccccc1 (configuration not stated),2,-2,10,-0.7,0,18,4,-9
CC(=O)N1c2ccccc2C(C)(C)C2CCC(C)CC21 (configuration not stated),1,-4,26,-0.2,-1,-9,-9,-11
Cc1cc(C)cc(NC(=O)Cn2nnc(C(=O)NCCc3ccccc3)c2N)c1,3,-7,-6,2.3,7,-7,-4,1
COc1ccccc1NC(=O)C1CCCCN1S(=O)(=O)c1ccc(F)cc1 (configuration not stated),-5,-6,4,2.2,2,-13,-1,14
O=C1NC(c2ccccc2)=NC1(Nc1ccccn1)C(F)(F)F (configuration not stated),-18,2,9,3.1,2,4,4,3
O=C(OCc1ccc(Br)cc1)c1cccc(S(=O)(=O)N2CCCC2)c1,1,-4,10,-0.6,4,6,-6,5
Cc1c(F)cccc1NS(=O)(=O)c1ccc2c(c1)NC(=O)CO2,-5,-1,21,-1.4,-1,6,4,6
COC(=O)c1cn(NC(=O)c2cc(OC)cc(OC)c2)c(=O)c2ccccc12,-2,-3,0,-0.4,1,-3,5,-18
Cc1ccccc1NC(=S)N(Cc1ccco1)C(C)c1cccs1 (configuration not stated),-3,3,12,2.7,-1,6,-3,16
COc1ccc(-c2nc(CS(=O)(=O)CC(=O)NC3CCCCC3C)c(C)o2)cc1 (configuration not stated),-3,-1,10,-1.2,0,15,-2,-6
CC(C)CCNC(=O)c1nnc(Cc2ccc(Cl)cc2)o1,-1,6,-1,-1.7,-1,-10,-2,-11
Cc1ccc(S(=O)(=O)c2nc(-c3cccs3)oc2SCC(N)=O)cc1,6,-6,-114,0.8,-1,-4,-4,12
Cc1cc(NC(=O)CSc2nc3c(c(-c4cccnc4)c2C#N)CCC3)no1,2,4,-28,-0.1,4,1,1,-10
COC(=O)c1ccc(NC(=O)CN2CCC(NC(=O)c3ccco3)CC2)cc1,-12,-9,-4,0.7,-2,-17,6,-1
CCCCCCOc1ccc(OC(=O)c2ccncc2)cc1,-1,-3,-3,-2.4,5,-1,11,14
COc1ccc(COCCN2CCN(S(=O)(=O)c3ccc(C)cc3)CCC2=O)cc1,4,-3,·,·,1,-13,8,0
O=C(NCCN1C(=O)C2C3C=CC(C3)C2C1=O)Nc1ccccc1 (configuration not stated),0,-3,6,-1.3,-1,-12,0,-14
Cc1ccc(NC(=O)c2c([N+](=O)[O-])cnn2C)cc1C,4,5,24,1.6,-2,-12,-10,-2
O=C(CNC(=O)c1ccco1)NCC(=O)OCc1cccc(C(=O)Oc2ccccc2)c1,7,15,10,-0.7,-3,-1,2,-11
C=CCc1ccc(OCCCCCN2CCOCC2)c(OC)c1,-4,1,18,1.2,2,-10,11,-5
COc1ccccc1NC(=O)CCS(=O)(=O)c1cc2c(cc1Cl)NC(=O)CO2,8,-2,1,0.9,2,-8,12,-21
CCCCc1oc2c(c(=O)c1C)C(=O)CC(c1ccccc1)C2 (configuration not stated),-5,-3,4,-0.5,-1,2,10,-9
CCOC(=O)C1(C)NC(c2cccs2)C2C(=O)N(c3ccc(OC)cc3)C(=O)C21 (configuration not stated),-7,-5,0,-1.8,-2,6,6,-9
Cc1cnc(NC(=O)CSc2nnc(C)s2)s1,-5,-7,12,0.9,-1,2,3,13
CC1=C(C(N)=O)C(c2cccs2)n2ncnc2N1 (configuration not stated),-9,-5,30,-0.3,-3,-2,-3,32
CC(=O)N=c1sc2nc3ccccc3nc2n1N(C(C)=O)C(C)=O,2,6,-209,3.2,-2,-9,2,-9
COC(=O)c1ccccc1NC(=O)CN(c1ccc(OC)cc1)S(C)(=O)=O,-7,-5,24,2.5,-2,-18,1,-3
CCOc1ccc(CNC(=S)N/N=C/c2ccc(OC)c(OC)c2)cc1,0,-1,10,-18,-17,-5,6,15
Cn1ccnc1SCC(=O)n1c2c(c3ccccc31)CCCC2,-8,12,19,0.1,2,19,1,29
N#C/C(=N\Nc1ccccc1Cl)C(=O)c1ccccc1,1,6,37,91*,2,21,1,1
O=C(CSc1nnc(CN2CCOCC2)n1-c1ccccc1)Nc1ccc(Cl)cc1,-6,-11,28,0.3,1,-5,0,8
CC1=C(C#N)C(=O)NC(=O)/C1=C\c1ccc(-c2cc(C)c(C)cc2[N+](=O)[O-])o1,23,32,-35,-4.0,0,·,·,30
CC1CCN(c2nc(-c3ccncc3)nc3ccccc23)CC1,2,12,-73,-0.1,1,-4,-1,-7
CC(OC(=O)CC1Sc2ccccc2NC1=O)C(=O)NC1CCCC1 (configuration not stated),-2,-3,9,0.8,0,5,-1,-4
CC(C)(C)NC(=O)C(=O)NNC(=O)c1cccc([N+](=O)[O-])c1,-5,-6,9,-1.1,-2,-14,-4,15
CCC(C)NC(=O)Cn1c(=O)n(CCCC(=O)NCc2ccccc2Cl)c(=O)c2ccccc21 (configuration not stated),-4,2,26,0.1,-1,8,10,2
C#CCOCCOCCOCCNc1nc(N2CCN(C(=O)[C@H](CCC(=O)O)n3cc([C@@H](N)CO)nn3)CC2)nc(N2CCN(C(=O)[C@H](CCC(=O)O)n3cc([C@@H](N)CCSC)nn3)CC2)n1,-6,-8,3,-0.6,0,-2,-6,-2
Cc1csc(NC(=O)CCN2C(=O)c3ccccc3S2(=O)=O)n1,9,0,12,-0.7,-1,1,6,-16
# Next part
SMILES,HKDC1 inh,ATG4B inh,SENP8 inh,MPTP block,GRIN3A LBD mod,SENP6 block,SENP7 inh,PfGluPho inh
CCOC(=O)c1sc2ncn(C(C)C(=O)OC)c(=O)c2c1C (configuration not stated),3,-18,-3,0.4,0,4,4,-10
COc1cccc(Nc2nnc(SCc3cc([N+](=O)[O-])cc4c3OCOC4)s2)c1,-6,8,12,-1.0,-2,-6,-10,12
CCSc1nnc(NC(=O)c2cc(-c3ccc(C)c(C)c3O)n[nH]2)s1,-6,-16,-40,5.6,0,·,·,-6
CCC1(c2ccc(F)cc2)NC(=O)N(CC(=O)N2CCc3ccccc3C2)C1=O (configuration not stated),-4,0,9,-0.5,1,-2,-7,-13
CC(=O)Nc1ccc(N2C(=O)C3C4CC(=O)C(c5ccccc54)C3C2=O)cc1 (configuration not stated),1,-18,21,1.0,2,-23,-11,-10
CSc1nnc([C@H](Cc2c[nH]c3ccccc23)NC(=O)OC(C)(C)C)o1,0,6,13,1.2,3,-19,3,3
CCOC(=O)COc1ccc(S(=O)(=O)N2CCc3ccccc3C2)cc1,-8,-3,2,1.8,2,-6,9,7
COc1ccc(NS(=O)(=O)c2cccc(C(=O)N3CCCCCCC3)c2)cc1,1,-1,-1,-0.2,1,4,3,-16
COC(=O)c1cc2c(C)nn(C)c2s1,-4,-1,15,3.1,-1,-2,-5,-2
CCOC(=O)CSc1nnc2cc(C)c3ccccc3n12,1,3,-58,1.1,0,7,-3,-1
Cn1c(=O)c2c(ncn2CC(=O)OCC(=O)Nc2cccc(Cl)c2)n(C)c1=O,-5,-15,8,-0.4,-1,-1,-9,-13
Cc1ccc(N/C=C2/Sc3ccccc3NC2=O)cc1,-4,-5,10,3.0,-2,-31,-37,2
CCC(C)(C)n1nnnc1C(c1ccc(OC)cc1)N1CCN(C(=O)c2ccco2)CC1 (configuration not stated),-8,-5,4,-0.3,1,11,-3,12

# Filtered by structure, the compounds so far containing a Cl atom (6)
SMILES,HKDC1 inh,ATG4B inh,SENP8 inh,MPTP block,GRIN3A LBD mod,SENP6 block,SENP7 inh,PfGluPho inh
CC(C)CCNC(=O)c1nnc(Cc2ccc(Cl)cc2)o1,-1,6,-1,-1.7,-1,-10,-2,-11
COc1ccccc1NC(=O)CCS(=O)(=O)c1cc2c(cc1Cl)NC(=O)CO2,8,-2,1,0.9,2,-8,12,-21
N#C/C(=N\Nc1ccccc1Cl)C(=O)c1ccccc1,1,6,37,91*,2,21,1,1
O=C(CSc1nnc(CN2CCOCC2)n1-c1ccccc1)Nc1ccc(Cl)cc1,-6,-11,28,0.3,1,-5,0,8
CCC(C)NC(=O)Cn1c(=O)n(CCCC(=O)NCc2ccccc2Cl)c(=O)c2ccccc21 (configuration not stated),-4,2,26,0.1,-1,8,10,2
Cn1c(=O)c2c(ncn2CC(=O)OCC(=O)Nc2cccc(Cl)c2)n(C)c1=O,-5,-15,8,-0.4,-1,-1,-9,-13
